Screening results (PubChem)
NCF1 inh – inhibitors of human p47phox binding | inhibition, % at 24.7 µM | 0.53% of 220,000 active | p47phox/p22phox peptide binding, fluorescence polarization, 2 h | AID 1274 | P14598;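 active = inhibition above about 30%, limit read from the data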;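 also: 0% = p47phox with labelled peptide and 100% = labelled peptide alone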
Target sequence (P14598 whole entry, looked up): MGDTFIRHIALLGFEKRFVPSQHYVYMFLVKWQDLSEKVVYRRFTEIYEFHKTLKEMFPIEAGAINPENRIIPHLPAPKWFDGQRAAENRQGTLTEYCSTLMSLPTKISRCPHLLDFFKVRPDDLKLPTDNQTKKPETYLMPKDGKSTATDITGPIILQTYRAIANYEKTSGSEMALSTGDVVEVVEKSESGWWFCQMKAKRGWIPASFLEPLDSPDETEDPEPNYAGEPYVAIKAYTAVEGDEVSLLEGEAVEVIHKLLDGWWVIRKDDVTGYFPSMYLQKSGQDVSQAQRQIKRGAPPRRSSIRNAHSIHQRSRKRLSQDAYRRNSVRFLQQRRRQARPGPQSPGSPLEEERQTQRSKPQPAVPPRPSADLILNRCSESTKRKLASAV
S1P4 antagonist – blocks the human S1P4 receptor; O95977; S1P4-expressing cells, antagonist mode, reporter read-out; inhibition, % at 4.98 µM; 0.26% of 220,000 active; in the data active = inhibition above about 29%;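 also: 0% = wells stimulated with agonist and 100% = vehicle wells without agonist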
BaF3 parental – counter-screen for JAK2V617F inhibitors: parental Ba/F3 viability inhibitors. CellTiter-Glo ATP luminescence. inhibition, % at 5.6 µM. 1.1% of 220,000 active;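 active = inhibition above a per-campaign cutoff, the mean inhibition of all tested compounds plus 3 SD, cut at about 27% in these data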;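 also: 0% = DMSO wells and 100% = JAK Inhibitor I control wells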
S1P4 agonist – activates the human S1P4 receptor. O95977. S1P4-expressing cell line, agonist reporter assay. activation, % at 4.98 µM. 0.35% of 220,000 active; in the data active = activation above about 11%;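 also: 0% = DMSO vehicle and 100% = reference agonist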
CHOP inhibitor – inhibitors of CHOP induction in ER stress response. CHO-K1 CHOP-promoter luciferase, tunicamycin-induced, 15-18 h. inhibition, % at 10 µM. 3.8% of 220,000 active. AID 2732;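 active = compounds that reduced the stress-induced luciferase reporter signal by more than about 70% of percent inhibition, limit read from the data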;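 also: 0% = tunicamycin plus vehicle and 100% = wells without tunicamycin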
NPY1 pot ag – potentiates or activates human NPY-Y1 receptor | 0.37% of 220,000 active | activation, % at 3.6 µM | NPY-Y1 expressing cells, potentiator/agonist activation; in the data active = activation above about 33%, passing the limit was not always enough;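 also: cells stimulated with NPY at EC10 then isoproterenol at EC100; 0% = low agonist plus stimulus and 100% = saturating agonist plus stimulus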
NPY-Y1 antag – antagonists of human neuropeptide Y receptor Y1; P25929; HEK293-CNG Y1 cells, membrane potential fluorescence; NPY at EC95, then isoproterenol; inhibition, % at 3.6 µM; 1% of 200,000 active;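 active = inhibition above the campaign mean inhibition of all tested compounds plus 3 SD, cut at about 20% in these data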;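 also: 0% = DMSO wells given NPY plus isoproterenol and 100% = isoproterenol alone without NPY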
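Material: Y1- and CNG-channel-expressing HEK293 cells / Probe or stimulus: NPY 25 nM then isoproterenol 1 µM plus Ro 20-1724 25 µM / Doses: 3.6 µM single dose, DMSO 0.4% / Schedule: compound incubation 1 h at room temperature, readout 45 min post-stimulation / Signal: membrane potential fluorescence / Benchmarks: isoproterenol-only wells as full block versus NPY-plus-isoproterenol wells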
NPY-Y2 PAM-ag – potentiates or activates human NPY-Y2 receptor | cells expressing NPY-Y2, potentiator/agonist read-out | activation, % at 3.6 µM | 0.45% of 220,000 active | AID 1359; in the data active = activation above about 27%;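 also: cells stimulated with NPY near EC25 plus isoproterenol at EC100; 0% = vehicle plus submaximal agonist and 100% = vehicle plus saturating agonist; some results beyond the cut were filed as inactive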
Target sequence (P49146 whole entry, looked up): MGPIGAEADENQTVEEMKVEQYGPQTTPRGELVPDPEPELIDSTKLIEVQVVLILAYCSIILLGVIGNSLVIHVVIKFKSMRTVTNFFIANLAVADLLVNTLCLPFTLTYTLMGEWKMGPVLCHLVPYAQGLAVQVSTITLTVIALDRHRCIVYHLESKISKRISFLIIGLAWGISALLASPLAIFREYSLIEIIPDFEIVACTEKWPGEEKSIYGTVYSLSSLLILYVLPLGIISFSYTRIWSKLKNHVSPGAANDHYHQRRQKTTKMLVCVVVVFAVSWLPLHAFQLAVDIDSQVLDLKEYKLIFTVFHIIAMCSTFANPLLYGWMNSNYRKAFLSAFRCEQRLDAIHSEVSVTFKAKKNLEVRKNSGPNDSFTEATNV
Ba/F3 V617F tox – lowers viability of Ba/F3 cells expressing EpoR and JAK2V617F. ATP luminescence. inhibition, % at 5.6 µM. 1.1% of 220,000 active. AID 1446;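 active = inhibition above the campaign mean plus 3 SD over all tested compounds, cut at about 24% in these data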;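 also: cytokine-independent growth of Ba/F3 cells driven by EpoR plus mutant JAK2; 0% = DMSO-treated cells and 100% = JAK inhibitor I control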
Numbers without * were called inactive; . = not tested or not shown; & = joins results of further samples.

SMILES	NCF1 inh	S1P4 antagonist	BaF3 parental	S1P4 agonist	CHOP inhibitor	NPY1 pot ag	NPY-Y1 antag	NPY-Y2 PAM-ag	Ba/F3 V617F tox
CC12CN3CC(=O)N4CC5(C)CN(CC(C)(C4)C5=O)C(=O)CN(C1)CC(C)(C3)C2=O	-6	-5	3	0.5	-1	-5	1	5	-2
COc1ccc(C(=O)Nc2ccc3c(c2)Cc2ccccc2-3)cc1	-1	-5	2	2.0	-10	10	-1	2	-1
N#CCCN(Cc1ccccc1)C(=S)Nc1ccc(F)cc1	-10	10	10	0.6	-6	-6	.	-2	4
O=C(COC(=O)c1cc[n+]([O-])cc1)Nc1ccc([N+](=O)[O-])cc1Cl	5	-3	7	1.4	8	0	-2	-10	2
CN(CC(=O)Nc1ccc(N2CCOCC2)cc1)Cc1c(O)ccc2ccccc12	-7	6	3	1.1	-64	7	10	1	-3
C=CCn1c(C(CCCC)CC(O)COCCC)n[nH]c1=S (centres undefined)	5	-1	6	0.4	-3	15	0	3	1
CCCc1nnc(NC(=O)c2cc3ccccc3oc2=O)s1	-14	-1	3	0.1	-9	-4	8	1	2
Cc1onc(-c2ccccc2Cl)c1C(=O)N1C=CC(C(F)(F)Cl)=NCC1	-6	-2	4	0.9	10	-23	-8	-7	0
COc1cc2c(cc1OC)C(Nc1ccc(S(N)(=O)=O)cc1)=NC(C)(C)C2	-5	-17	7	0.1	-3	15	-1	-4	1
Cc1ccsc1C(=O)N1CCCC(C(=O)c2cc(F)ccc2F)C1 (centres undefined)	0	-12	4	0.7	1	1	3	-9	0
CCSc1nc(C)cc(Oc2ccc(=O)n(C)n2)n1	-12	-7	0	1.2	26	-26	-4	-4	4
O=C(CCNC(=O)c1ccccc1Cl)Nc1nnc(C2CC2)s1	-6	-17	12	0.3	-19	2	1	12	0
CN(Cc1ccccc1)S(=O)(=O)c1ccc(Cl)c(C(=O)OCC(N)=O)c1	-8	-18	-1	0.0	-7	19	.	-2	-5
CCc1cccc(C)c1NC(=O)CN(C)Cc1cccc(F)c1	1	-11	1	-1.0	20	-32	9	-15	-2
COC(=O)C(C(=O)OC)C(C(=O)OC)C(C(=O)OC)C(=O)OC	-6	-15	6	0.3	2	2	0	1	-2
O=C(CNS(=O)(=O)c1ccc(Br)s1)N1CCCC1	-9	-5	2	1.2	12	1	6	11	1
O=C(Cn1cc2c(n1)CCCC2)Nc1ccccc1Br	-1	-29	2	-1.0	33	-8	1	3	-4
CC(=O)Nc1cccc(-c2nnc(SCc3ccccc3C#N)n2C)c1	-10	-9	2	1.1	33	-1	-2	-5	-2
Cc1cc([N+](=O)[O-])cc(C)c1OCC(=O)N/N=C/c1ccc(OC(=O)c2ccccc2)cc1	-13	13	9	0.9	45	-4	-2	4	0
COCCn1nnnc1C(c1cccs1)N1CCCC(C)C1 (centres undefined)	-3	-15	3	2.5	-7	5	0	0	-1
O=C(Oc1ccc(C(=S)N2CCC(O)CC2)cc1)c1ccc(Cl)cc1	-12	-1	4	0.8	50	3	0	-21	1
Cc1cc(C(=O)N/N=C/c2cccnc2)c(C)o1	6	-22	4	-4.6	31	4	1	-16	7
Cc1cccc(NC(=S)Nc2ccc(N3CCOCC3)cc2)c1C	-3	-14	7	0.4	-8	-9	0	-2	3
CN(Cc1cccs1)C(=O)c1ccc(S(=O)(=O)NCc2ccco2)cc1	-6	-8	0	0.5	5	16	.	-11	-4
c1cn(CCCNc2ncnc3sc4c(c23)CCC4)cn1	6	-8	5	0.8	22	-12	-2	5	5
C/C(CCN1CCCCc2nc(C)c(C)cc21)=N\OC[C@@H](O)[C@H]1O[C@@H]2OC(C)(C)O[C@@H]2[C@H]1O	3	14	4	0.6	-6	0	1	-9	3
CCc1nnc(NC(=O)Nc2ccccc2OC)s1	-15	3	0	0.4	-6	8	1	2	-1
COC(=O)c1ccc(Cn2nc(C)c([N+](=O)[O-])c2C)o1	1	-11	-2	0.2	9	2	2	14	-2
COc1ccc2nc(N)sc2c1	-7	-5	9	-0.9	-11	7	0	-5	0
Cc1ccc(S(=O)(=O)N2CCCC(C(=O)O)C2)s1 (centres undefined)	-7	2	6	-5.0	-6	0	-3	-12	6
Cn1cnnc1SCC(=O)Nc1ccc(OCc2ccccc2)cc1	3	-17	0	2.9	-23	-9	5	2	3
CCc1ccccc1OCC(=O)Nc1nc(-c2cccnc2)cs1	3	7	9	-0.7	-25	-33	4	-13	0
CSc1ccc(/C=C/C(=O)c2ccc(O)cc2)cc1	-20	3	1	2.3	-60	-20	1	-7	4
CCn1nc(C(=O)OCC(=O)Nc2ncc(Cl)c(C)c2Cl)c2ccccc2c1=O	-42	0	7	5.2	2	-24	3	-3	-1
O=C(c1ccc2c(c1)OCO2)N1CCN(c2ccc(F)cc2)CC1	1	-8	-2	1.5	20	4	-3	-1	-4
CCCCOc1ccc(-c2nnc(-c3ccco3)o2)cc1	-12	6	5	0.6	40	-10	9	-12	1
Cc1cccc(N2CCN(c3cccc(C)c3)C2c2cccnc2)c1	-14	-11	6	1.9	.	7	12	12	0
Cc1nn(Cc2cccc(C(=O)NC34CC5CC(CC(C5)C3)C4)c2)c(C)c1Br	-23	-6	1	0.8	7	1	-3	-2	-2
Cc1nc2c(-c3ccccc3)c(C)nn2c(SCC(N)=O)c1Cc1ccccc1	-10	-1	-4	1.0	28	32	.	4	-4
CCn1c(SCc2ccc(OC)cc2)nnc1-c1ccncc1	-7	-12	7	-1.2	0	-4	0	-15	1
O=C1N=C2SCCN2/C1=C\c1c(Cl)cccc1Cl	-1	-12	2	0.6	15	-15	-5	-10	1
CC1CCc2nc3ccc(S(=O)(=O)N4CCC(C(=O)N5CCCCC5)CC4)cc3c(C(=O)O)c2C1 (centres undefined)	3	2	0	-0.1	-9	-4	0	9	3
CC(C)=CCN1CCN(Cc2cccn2-c2nccs2)CC1CCO (centres undefined)	-6	-16	5	-0.3	-8	6	5	3	-3
O=C(N/N=C/c1cccnc1)C1CC1(c1ccccc1)c1ccccc1 (centres undefined)	-3	-6	4	1.1	8	-2	-2	6	0
C=CCNC(=S)Nc1ccc2nc(C)c(C)nc2c1	3	-4	1	-1.7	12	-12	5	-8	-3
COc1ccc(N2CCN(S(=O)(=O)c3cc(C)ccc3OC)CC2)cc1	-11	-6	9	0.1	21	1	-2	5	4
Cc1ccc(C)n1-c1ccc(C(=O)NCc2cccnc2)cc1	-1	-17	0	1.4	-26	-2	4	-2	0
CCN1CCN(C(=O)C23CCC(C)(C(=O)C2Br)C3(C)C)CC1 (centres undefined)	6	5	-6	-0.2	-5	-18	.	-10	3
CCOc1ncccc1C(=O)NCc1ccccc1Cl	-4	-3	6	0.2	13	10	2	-8	-1
Cc1[nH]n2c(=O)c3c(nc2c1-c1ccccc1)CCC3	-9	-13	5	1.6	14	-1	4	-1	-3

Next records follow.
SMILES	NCF1 inh	S1P4 antagonist	BaF3 parental	S1P4 agonist	CHOP inhibitor	NPY1 pot ag	NPY-Y1 antag	NPY-Y2 PAM-ag	Ba/F3 V617F tox
Cc1sc(NC(=O)CN2CCOCC2)c(C(=O)c2ccccc2)c1C	-12	-5	5	0.2	21	-2	3	-6	-1
O=C(O)C1C2CCC(O2)C1C(=O)Nc1ccc(F)cc1 (centres undefined)	-4	-11	12	-0.2	-4	-8	-1	-6	4
Cc1conc1NC(c1cccs1)c1ccc2cccnc2c1O (centres undefined)	-33	17	83*	-1.6	.	4	2	2	97*
CSCCC(CO)NC(=O)OCc1ccccc1 (centres undefined)	8	-27	5	-0.9	-12	-2	4	5	-3
O=C(NC(=S)Nc1cc(C(F)(F)F)ccc1N1CCOCC1)c1ccco1	-4	7	2	-1.6	-13	-37	.	-13	3
CCS(=O)(=O)N1CCC(C(=O)NCc2cccc(OC)c2)CC1	3	-28	5	-0.3	-13	2	-1	2	-2
COc1ccccc1NC(=O)C1(c2ccccc2)CCCC1	1	0	4	1.4	30	-12	4	-14	-2
CCOCCCNC(=O)C1CCC(=O)N1CCc1ccccc1 (centres undefined)	7	-6	8	-1.9	38	4	-2	16	-2
CCOC(=O)c1c(C)[nH]c(C(=O)COC(=O)c2ccccc2NC(=O)c2ccco2)c1C	-17	-6	4	2.0	0	-7	0	8	4
CCOCCCNC(=O)c1c[nH]c2ccc(S(=O)(=O)Nc3cccc(OC)c3)cc2c1=O	-6	-20	4	-1.5	8	-8	1	7	-1

Only S1P4 antagonist, NCF1 inh and CHOP inhibitor (3 entries from above):
Structure | S1P4 antagonist | NCF1 inh | CHOP inhibitor
COc1ccccc1NC(=O)C1(c2ccccc2)CCCC1 | 0 | 1 | 30
CCOCCCNC(=O)C1CCC(=O)N1CCc1ccccc1 (centres undefined) | -6 | 7 | 38
CCOC(=O)c1c(C)[nH]c(C(=O)COC(=O)c2ccccc2NC(=O)c2ccco2)c1C | -6 | -17 | 0

Further records follow.
SMILES	NCF1 inh	S1P4 antagonist	BaF3 parental	S1P4 agonist	CHOP inhibitor	NPY1 pot ag	NPY-Y1 antag	NPY-Y2 PAM-ag	Ba/F3 V617F tox
CC(C)Oc1cccc(C(=O)C2CCCN(C(=O)c3ccoc3)C2)c1 (centres undefined)	-8	2	10	1.6	-15	5	4	6	-2
COc1ccc(C2C(C(=O)N3CC(C)CC(C)C3)c3ccccc3C(=O)N2C)cc1 (centres undefined)	-14	-28	5	1.1	-6	-14	5	-23	1
Cc1ccccc1C1NC(=S)NC2=C1C(=O)CC(C)(C)C2 (centres undefined)	.	-12	7	0.8	11	11	0	-11	1
Cc1ccc(-c2nn(-c3ccccc3)cc2CN(C)C(=O)CCC(=O)O)cc1C	11	0	9	-0.2	-6	-15	0	-8	5
CCOC(=O)c1cnc(-c2ccccc2)nc1Oc1ccc(Cl)c(Cl)c1	-19	-7	10	-1.3	1	17	4	-2	2
COc1ccc(NS(=O)(=O)c2ccc(OCC(=O)N3CCCC3)cc2)cc1	-8	-5	6	-0.8	-1	-5	-4	-21	-1
O=C(N/N=C/c1cccc(C(F)(F)F)c1)c1cc2c(s1)-c1ccccc1CC2	-4	-16	5	45*	66	-30	-2	-1	-3
CCCC1CCC(C(=O)n2nc(N)c3cc4ccc(OC)cc4nc32)CC1 (centres undefined)	4	-17	6	0.5	44	0	6	5	-2
OCCCCNCc1ccc(OCc2ccccc2Cl)cc1	-15	17	7	-2.9	-13	-51	12	-22	3
C[C@@H](C(=O)N[C@@H](Cc1ccccc1)C(=O)O)n1nnc2ccccc2c1=O	-11	-6	-1	0.6	3	-10	.	-14	-2
C1CNC(C23CC4CC(CC(C4)C2)C3)=N1	8	-3	1	0.1	-1	9	-2	5	1
O=C(Nc1cccc(-c2nc3cccnc3s2)c1)C1c2ccccc2Oc2ccccc21	25	7	8	2.0	69	-7	0	13	-3
CC(=O)NC1CC2CCCC(C1)N2CC(=O)N1CCCc2ccccc21 (centres undefined)	-4	7	7	0.3	7	-25	-2	-7	5
COc1ccc(NC(=O)/C=C/c2ccc(F)cc2)cn1	2	-12	10	-0.2	-9	-11	2	6	0
CCn1cc(C(=O)OCC(=O)NCc2ccccc2Cl)c(=O)c2ccc(C)nc21	1	-5	-1	-1.6	-15	15	1	24	-5
Fc1ccc(SCCc2ccccn2)cc1	0&-5	7&11	3&-3	-0.1&-1.0	-5&-21	0&-9	.	3&-2	-2&1
Nn1c(C2CCCCC2)nc2ccccc2c1=O	-6	-12	1	0.6	7	-12	.	-3	3
CCCn1nc(NS(C)(=O)=O)c2cc3cccc(C)c3nc21	-25	9	5	1.6	33	-29	27*	-34	2
COc1ccc(CCNC(=O)CCC2COc3ccccc3O2)cc1OC (centres undefined)	-7	3	8	-0.6	18	-14	3	-25	5
